STK33 inh: blocks human STK33 kinase activity; inhibition, % at 10 µM; purified STK33, MBP phosphorylation, ADP-Glo luminescence; Q9BYT3; 320,000 compounds, 0.073% hits; AID 2661;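 active = inhibition at or above 25%, using the most active replicate where run in duplicate; inactive = inhibition below 25%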
Target sequence (Q9BYT3 whole entry, looked up): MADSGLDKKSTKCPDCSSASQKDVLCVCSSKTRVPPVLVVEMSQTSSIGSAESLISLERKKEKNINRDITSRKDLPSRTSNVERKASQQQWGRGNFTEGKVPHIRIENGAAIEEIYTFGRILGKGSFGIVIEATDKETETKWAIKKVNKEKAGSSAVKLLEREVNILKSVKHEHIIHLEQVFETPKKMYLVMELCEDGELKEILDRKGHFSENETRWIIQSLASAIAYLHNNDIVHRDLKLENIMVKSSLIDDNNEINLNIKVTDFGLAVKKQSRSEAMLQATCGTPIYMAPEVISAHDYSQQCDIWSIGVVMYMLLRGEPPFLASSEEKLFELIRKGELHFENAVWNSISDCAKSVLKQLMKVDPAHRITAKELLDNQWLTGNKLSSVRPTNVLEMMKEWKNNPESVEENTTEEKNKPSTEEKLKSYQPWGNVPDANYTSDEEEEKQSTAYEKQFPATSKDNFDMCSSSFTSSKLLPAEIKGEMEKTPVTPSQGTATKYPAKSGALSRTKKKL
Kir21 block: Kir2.1 (mouse) channel inhibition. P35561. HEK293-Kir2.1, FluxOR thallium flux fluorescence; active compounds read low. B-score at 10 µM. 310,000 compounds, 0.85% hits;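 active = fluorescence ratio B-score at or below minus 3 SD of library scores, with starting-brightness B-score within 2 SD, cut at about -4.2 in these data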;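 also: channel flux triggered by added potassium and thallium sulfate stimulus; B-score of peak minus minimum fluorescence over baseline after thallium stimulus; more negative B-score means stronger Kir2.1 block with less thallium influx; some compounds called inactive have numbers as strong as hits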
Target sequence (P35561 whole entry, looked up): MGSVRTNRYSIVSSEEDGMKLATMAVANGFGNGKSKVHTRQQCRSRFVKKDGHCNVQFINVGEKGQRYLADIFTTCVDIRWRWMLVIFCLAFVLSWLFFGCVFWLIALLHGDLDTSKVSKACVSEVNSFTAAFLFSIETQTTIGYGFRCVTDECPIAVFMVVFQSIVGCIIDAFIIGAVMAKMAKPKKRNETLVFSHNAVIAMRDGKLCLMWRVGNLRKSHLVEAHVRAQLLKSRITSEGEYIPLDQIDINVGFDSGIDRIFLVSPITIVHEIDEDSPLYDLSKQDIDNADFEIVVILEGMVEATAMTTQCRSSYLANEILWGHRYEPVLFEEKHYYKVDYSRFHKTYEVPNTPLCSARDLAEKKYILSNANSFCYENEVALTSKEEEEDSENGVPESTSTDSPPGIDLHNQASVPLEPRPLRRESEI
* marks the source's active call; other numbers are inactive results; . = no result given. Hits appear at their usual frequency; about 0.84% have a hit in one of these screens.

no.	STK33 inh	Kir21 block	canonical_smiles
1	-0.5	0.2	COc1cccc(NC(=O)C(=O)c2cn(CC(=O)N3CCCC3)c3ccccc23)c1
2	-1.5	0.77	CC1Cc2nc(SCC(=O)NCC3CCCO3)n(-c3ccc(F)cc3)c(=O)c2S1 (stereo not given)
3	0.5	0.13	CCC(=O)N1CCc2cc(Br)cc(S(=O)(=O)Nc3c(C)n(C)n(-c4ccccc4)c3=O)c21
4	1.1	-2.97	COc1ccc2sc(N(CCCN(C)C)C(=O)c3ccc(C(=O)c4ccccc4)cc3)nc2c1
5	-1.1	-0.94	FC(F)(F)c1ccc(-c2csc(-c3ccno3)n2)cc1
6	-1.2	.	Cc1ccccc1C(=O)NNC(=O)C1CC(=O)N(c2ccc3c(c2)OCCO3)C1 (stereo not given)
7	0.9	1.74	CC(=O)N1c2ccc(S(=O)(=O)N3CCCCC3)cc2CC1C(=O)NCc1ccccc1C (stereo not given)
8	-0.3	-2.24	O=C(C[n+]1cc(Br)cc2ccccc21)c1ccccc1
9	-0.6	-0.12	N/C(Cc1cccs1)=N\OC(=O)COc1ccc(Br)cc1
10	-0.2	.	CN(C)c1cccc(C(=O)OCC(=O)NC(=O)NCc2ccccc2)c1
11	0.7	-0.08	Cc1ccccc1CSCC(=O)NNC(=S)NCC1CCCO1 (stereo not given)
12	0.6	-0.18	COc1ccc(NC(=O)CS(=O)CC(=O)Nc2ccc(NC(C)=O)cc2)cc1 (stereo not given)

5 entries from above in a different format.
nr | SMILES | STK33 inh | Kir21 block
5 | FC(F)(F)c1ccc(-c2csc(-c3ccno3)n2)cc1 | -1.1 | -0.94
6 | Cc1ccccc1C(=O)NNC(=O)C1CC(=O)N(c2ccc3c(c2)OCCO3)C1 (stereo not given) | -1.2 | .
7 | CC(=O)N1c2ccc(S(=O)(=O)N3CCCCC3)cc2CC1C(=O)NCc1ccccc1C (stereo not given) | 0.9 | 1.74
8 | O=C(C[n+]1cc(Br)cc2ccccc21)c1ccccc1 | -0.3 | -2.24
9 | N/C(Cc1cccs1)=N\OC(=O)COc1ccc(Br)cc1 | -0.6 | -0.12

New compounds follow:
no.	STK33 inh	Kir21 block	canonical_smiles
13	-1.0	-1.18	CCOC(=O)C1=C(C)NC(C)=C(C(=O)OCC)C1c1ccc(Br)o1
14	-0.2	-0.2	Cc1cccc(C)c1NC(=O)CNC(=O)CCC(=O)N1CCOCC1
15	-0.2	-3.45	Cc1cc(C)n(Cc2ccccc2)c(=O)c1S(=O)(=O)c1ccccc1
16	1.3	-1.65	Clc1ccc(-c2nnc(N3CCOCC3)o2)cc1
17	0.0	0.14	Cc1ccc(C2=NOC(C)(c3nnc(-c4ccncc4)o3)C2)cc1 (stereo not given)
18	0.2	0.58	O=C(COc1ccc(-n2ccnc2)cc1)Nc1cccc(Cl)c1
19	1.9	-0.02	COc1cccc(C(=O)Nc2ccccc2C(=O)NC2CC2)c1
20	14.6	1.01	O=C(N/N=C1/CCCc2ccccc21)c1cc([N+](=O)[O-])cc([N+](=O)[O-])c1
21	-1.0	-1.56	COc1ccc(/C=N/OCC(=O)NC(c2ccccc2)c2ccccc2)c(OC)c1
22	-0.3	.	CN(C(=O)COC(=O)CNC(=O)C1CCCCC1)c1ccccc1
23	1.5	0.96	CC(=O)c1ccc(Nc2ccc(-c3ccccc3C)nn2)cc1
24	-1.0	1.31	CCC(=O)N1CCN(c2ccc(NC(=O)c3ccc(N4CCOCC4)c([N+](=O)[O-])c3)cc2)CC1

By substructure: the compounds so far with an aryl methoxy group
no.	STK33 inh	Kir21 block	canonical_smiles
1	-0.5	0.2	COc1cccc(NC(=O)C(=O)c2cn(CC(=O)N3CCCC3)c3ccccc23)c1
4	1.1	-2.97	COc1ccc2sc(N(CCCN(C)C)C(=O)c3ccc(C(=O)c4ccccc4)cc3)nc2c1
12	0.6	-0.18	COc1ccc(NC(=O)CS(=O)CC(=O)Nc2ccc(NC(C)=O)cc2)cc1 (stereo not given)
19	1.9	-0.02	COc1cccc(C(=O)Nc2ccccc2C(=O)NC2CC2)c1
21	-1.0	-1.56	COc1ccc(/C=N/OCC(=O)NC(c2ccccc2)c2ccccc2)c(OC)c1

Further results
no.	STK33 inh	Kir21 block	canonical_smiles
25	0.7	0.59	O=C(NNc1nc2c(F)cccc2s1)c1ccc(F)cc1
26	-1.4	-1.37	Oc1ccccc1C=NC1CCCCC1N=Cc1ccccc1O (stereo not given)
27	-2.0	0.01	Cc1cc([N+](=O)[O-])nn1CCCC(=O)Nc1ccc(Cl)cc1Cl
28	-1.7	-1.52	COc1ccc(CN2CCN(Cc3cccc4nonc34)CC2CCO)c(C)c1C (stereo not given)
29	0.6	-0.06	O=C(N/N=C/c1cccc([N+](=O)[O-])c1)c1c[nH]c2ccccc12
30	-0.9	-2.99	Cc1[nH]n(-c2ccccc2)c(=O)c1C(=O)Nc1ccccc1
31	3.7	0.95	Cc1ccc2c(C(=O)CN3CCCC(C)C3)c(C)[nH]c2c1 (stereo not given)
32	-1.1	-1.42	COc1ccccc1CNC(=S)NC1CCCCC1
33	-1.1	-2.39	O=S(=O)(/N=C(/Nc1ccccc1F)c1ccccc1)c1ccccc1
34	0.7	1.15	Cc1ccc(C2/C(=C(\O)c3ccc4c(c3)OCCO4)C(=O)C(=O)N2Cc2cccnc2)cc1 (stereo not given)
35	1.1	-2.14	CCCc1nc(SCC(=O)N2CCCC2)c2ccccc2n1
36	-1.9	-1.72	C=CCNc1nc(N)c([N+](=O)[O-])c(N2CCCCCC2)n1
37	-0.2	-1.03	CC(C)N(Cc1nc(-c2ccccc2)no1)C(=O)CN1C(=O)c2ccccc2C1=O
38	-0.8	0.24	O=C(N/N=C/c1cc(Br)c(O)c(Br)c1)c1cccc(C(F)(F)F)c1
39	-0.9	1.36	COc1cc(C(=O)N/C(=C/c2ccc(F)cc2)C(=O)NC(C(=O)O)c2ccccc2)cc(OC)c1OC (stereo not given)
40	-0.6	-0.52	COc1ccc(C(=O)n2nc(-c3ccc(C)cc3)nc2N)cc1OC
41	-1.0	.	CC(=O)Nc1ccc(S(=O)(=O)Nc2nc(C)nc3sc(C)c(C)c23)cc1
42	-3.0	0.61	CCN(CC)C(=O)c1cc2c(=O)c3cc(F)ccc3oc2nc1C
43	1.2	-0.05	Cc1ccccc1-c1nc(CS(=O)(=O)CC(=O)N2CCc3ccccc32)c(C)o1
44	1.8	-0.01	CSc1nc(-c2ccccc2)nc(N2CCOCC2)c1C(C)=O
45	2.0	.	COC(=O)c1cn(C(=O)c2cccs2)c2ccccc12
46	0.3	-0.22	CCn1ncc(NC(=S)NCCc2ccc(OC)c(OC)c2)c1C(N)=O
47	0.0	1.38	CCc1ccc(NC(=O)Cn2cccc2)cc1
48	0.0	-1.25	Nc1c(N2CCN(c3ccccc3)CC2)c2ccccc2oc1=O
49	0.4	0.46	COc1ccccc1NS(=O)(=O)c1cccc(C(=O)N/N=C/c2ccc(N3CCOCC3)cc2)c1
50	-0.9	-0.79	Nc1nc(SCC(=O)Nc2ccc(Cl)cc2)[nH]c(=O)c1-c1ccccc1
51	-1.6	-1.06	CN(c1ccccc1C(=O)Nc1ccc2c(c1)OCO2)S(C)(=O)=O
52	0.9	-1.09	CCc1nnc(NS(=O)(=O)c2ccc(NC(=O)c3ccccc3C)cc2)s1
53	0.2	0.86	CC(=O)c1c(N)[nH]c(-c2ccccc2)nc1=S
54	0.0	0.94	C=CCn1c(CCNC(=O)c2cccs2)nnc1SCC(=O)Nc1cccc(F)c1
55	0.7	0.5	O=C(c1cncc(Br)c1)N1CCN(c2ccc([N+](=O)[O-])cc2)CC1
56	-1.3	-0.5	S=C(NCc1ccccc1)Nc1cccc(Cl)c1
57	-0.6	-2.38	O=C(CSc1nc(=O)n(CCCN2CCOCC2)c2c1CCCC2)Nc1ccc(F)c(F)c1
58	0.5	-1.24	COc1ccc(/C=C(/NC(=O)c2ccc(OC)c(OC)c2)C(=O)NCCc2c[nH]c3ccccc23)cc1
59	-1.0	1.15	O=C(CCCl)N1CCN(c2nc(-c3ccccc3)cs2)CC1
60	-0.3	0.71	O=C(O)c1ccc(NS(=O)(=O)c2ccc(Cl)c(C(=O)Nc3ccccc3[N+](=O)[O-])c2)cc1
61	-0.5	1.04	CNC(=O)COC(=O)c1cc2c(C)nn(-c3ccc(F)cc3)c2s1
62	0.7	-0.15	CC(=C/c1ccccc1)/C=N/NC(=O)CSc1nc(C)cc(C)n1
63	-0.1	0.03	CCCCn1nc2cc(C(=O)N[C@H](C)C3CCCCC3)ccc2c1OCC
64	.	0.97	COC(C[C@H](O)C[C@H](O)COCc1ccccc1)OC
65	0.6	-3.21	CSc1ccc(CCNC(=O)CN2C(=O)c3cccnc3Oc3ccc(C)cc32)cc1
66	-0.9	-0.31	O=C(O)c1ccc(S(=O)(=O)c2ccc3c(c2)C(=O)N(NC(=O)c2ccc(O)cc2)C3=O)cc1
67	-0.3	-1.73	Cc1cccc(N(C(=O)CCC(=O)Nc2cccnc2)C(C(=O)NC2CCCC2)c2ccncc2)c1 (stereo not given)
68	-0.5	-0.51	CC(C)(C)c1cc(C(=O)NCc2cccnc2)ccn1
69	-0.4	-0.4	O=C(CCNC(=O)c1ccco1)NCc1ccccc1
70	0.2	-0.97	Nc1ccccc1C(=O)NCc1ccccc1
71	-2.7	0.24	Cc1ccccc1CN1CCC(n2nccc2NC(=O)c2ccc3c(c2)OCO3)CC1
72	-0.5	2.16	CCN1CCc2c(sc(NC(=O)C3COc4ccccc4O3)c2C(N)=O)C1 (stereo not given)
73	1.8	2.96	COc1cc(/C=N/NC(=O)c2cccc([N+](=O)[O-])c2)ccc1O
74	-1.2	-0.7	COC(=O)C1=C(C)N(Cc2ccc(C)cc2)C(=O)/C1=C\c1cc(OC)c(OC)c(OC)c1
75	0.1	-2.53	CN(C)c1ccc(/C=C2\SC(N3CCCCC3)=NC2=O)cc1
76	.	-1.32	Cc1c(Cl)cccc1NC(=S)NCCc1ccc(F)cc1
77	-0.6	0.73	O=C(N/N=C\c1ccc(Cl)cc1)c1sccc1-n1cccc1
78	0.6	0.22	O=C(Nc1cccc(NC(=O)c2ccco2)c1)c1ccccc1
79	-0.8	-0.33	CC(C)(C)C(=O)N1CCN(c2nc3ccc(Br)cc3s2)CC1
80	-0.3	0.81	COc1ccc(/C=N/N2C(C)CCCC2C)cc1OC (stereo not given)
81	0.2	.	C[C@]12C(=O)N(c3ccccc3)C(=O)N1[C@H]1c3ccccc3OC[C@@H]1[C@H]2c1ccccc1
82	-0.6	0.08	Cc1ccc(O)c(CNc2ccccn2)c1
83	-0.1	0	Cc1cc([N+](=O)[O-])ccc1NC(=O)CSc1nncn1-c1ccccn1
84	2.0	-11.5*	Oc1ccccc1Nc1nc(NCC2CCCO2)c2ccccc2n1 (stereo not given)

(further entries)
no.	STK33 inh	Kir21 block	canonical_smiles
85	1.9	-0.14	CCN(CCn1cccn1)C(=O)CCc1nnc(CCc2ccccc2OC)o1
86	1.0	0.06	O=C(Nc1ccccc1O)C(c1ccccc1)c1ccccc1
87	1.0	0.71	COc1ccc2nc(NC(=O)CSC(C)C(=O)Nc3cc(C)on3)sc2c1 (stereo not given)
88	-2.0	0.75	O=C(Nc1cc([N+](=O)[O-])ccc1Cl)c1ccc2c(c1)OCO2
89	-0.6	-0.31	Cc1cccc(NC(=S)NC(=O)/C=C/c2ccccc2)n1
90	-3.3	1.28	Cc1ccc(CSCC(=O)Nc2ccccc2C(=O)O)cc1
91	-1.3	-1.21	O=S(=O)(NC1CCCC1)c1ccccc1Cl
92	-1.3	2.01	COc1ccc(NC(=O)COc2cccc(-n3cnnn3)c2)cc1Cl
93	-0.5	-0.04	COc1ccc(C2CC(c3ccccc3)=NN2c2ccc(C(N)=O)cc2)cc1 (stereo not given)
94	-1.0	0.48	O=C(CNC(=O)c1ccco1)OCC(=O)c1ccccc1Cl
95	0.5	.	C=CCC[C@@H](Cc1ccc(F)cc1)C(=O)OC[C@H](Cc1c[nH]c2ccccc12)NC(=O)[C@@H](CC=C)CC(=O)N[C@@H](CO)Cc1ccccc1
96	-1.3	-0.64	Cc1onc(-c2c(F)cccc2Cl)c1C(=O)N1CCSCC1
97	-1.2	2.09	Cc1sc(NC(=O)CSC2=NCCS2)nc1-c1ccccc1
98	3.9	-6.36*	COc1ccc(OC(C)C(=O)NCCC2=CCCCC2)cc1 (stereo not given)
99	-0.2	-0.65	COCC1CCCCN1C(=O)c1cc(COc2ccc3ncccc3c2)on1 (stereo not given)
100	-0.7	1.9	COc1ccccc1-n1cc([C@@H]2C[C@H]3CN(c4ccccc4)C(=O)[C@]34CCCN24)cn1
101	0.4	.	Cc1ccc(C(=O)COC(=O)COc2ccccc2[N+](=O)[O-])s1
102	-0.8	0.51	FC(F)Oc1ccc(/C=N/N2CCCCC2)c(OC(F)F)c1
103	-0.6	0.64	O=C(O)c1ccc(NC(=S)NC2CCCCC2)cc1
104	0.0	0.02	O=S(=O)(c1cnc[nH]1)N1CCCCCC1
105	-0.3	-0.29	CCC(C)NC(=O)c1cn(CC)c2cc(N3CCN(C)CC3)c(F)cc2c1=O (stereo not given)
106	-0.9	0.27	COc1cc(C(=O)OCC(=O)NCc2ccco2)cc(OC)c1OC
107	-0.8	1.7	O=C(NCc1ccc2c(c1)OCO2)C1CCCN1S(=O)(=O)c1ccc(F)cc1 (stereo not given)
108	-0.2	-2.1	O=C1CCN(CCc2ccccc2)CCN1CCOc1ccccc1
109	-1.1	-0.28	CC1CCCCN1S(=O)(=O)c1ccc(C(=O)Nc2ccccc2-c2nc3ccccc3[nH]2)cc1 (stereo not given)
110	0.3	0.62	CC(C)NS(=O)(=O)c1ccc(CCC(=O)N2CCC(C(N)=O)CC2)cc1
111	-1.1	.	CC1CCCN(C(=O)CN(c2ccccc2)S(=O)(=O)c2ccc(F)cc2)C1 (stereo not given)
112	.	2.19	O=C(Cn1cnc2sc(-c3ccccc3)cc2c1=O)NCc1ccccc1
113	.	-3.71	Cc1ccc(NC(=O)C(C)OC(=O)c2ccc(Cl)nc2)cc1S(=O)(=O)N1CCOCC1 (stereo not given)
